HTT cytoprotect – qHTS Multiplex Assay to Identify Dual Action Probes in a Cell Model of Huntington: Cytoprotection (ATP); PC12 HTT-Q103 induced, cytoprotection, ATP luminescence, 40 h; Potency, µM (top dose mostly 56.4 µM), inactives show cytoprotection (ATP increase), most hits filed as activators; 0.14% of 230,000 active; AID 1471, 2008;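 further: % of control where 0% means no effect; nearly all actives have a fitted effect of over 45% in size; toxic huntingtin expression switched on by the ecdysone agonist tebufenozide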
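PC12 cells stably carrying ecdysone-inducible Htt exon 1 (Q103)–GFP were induced with 100 nM tebufenozide (final) alongside library compounds in a dose series. Cytoprotection was scored as retained ATP by ATPlite luminescence.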
Tau fluor counter – Counterscreen qHTS for Inhibitors of Tau Fibril Formation, Fluorescence Polarization. tau K18 P301L Alexa594 fluorescence, heparin fibrillization. Potency, µM (highest dose often 57.7 µM), inactives show at the highest dose activity change, negative = decrease. 0.93% of 280,000 active; further: on the % scale 0 is the no-effect control and ±100 the full control effect; nearly all actives have a fitted effect of over 55% in size
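Human tau K18 P301L (15 uM unlabeled, 0.24 uM Alexa 594-labeled) in 100 mM sodium acetate pH 7 with 20 uM heparin, 6 hr at 37 C. ThT 30 uM added, 1 hr ambient; Alexa 594 FP and total fluorescence read at 555/632 nm.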
Tau fibril ThT – qHTS for Inhibitors of Tau Fibril Formation, Thioflavin T Binding | Microtubule-associated protein tau (Homo sapiens), P10636 | recombinant tau K18 P301L (four-repeat tau fragment), heparin-induced fibrillization, ThT fluorescence | Potency, µM (titrated, usually from 57.4 µM), without a hit: top-dose activity, negative = inhibition, most hits filed as inhibitors | 2.1% of 270,000 active | AID 1460, 2008; further: on the % scale 0 is the no-effect control and ±100 the full control effect; nearly all actives have a fitted effect of over 55% in size
Target sequence (P10636 561-689 P618L limits assumed): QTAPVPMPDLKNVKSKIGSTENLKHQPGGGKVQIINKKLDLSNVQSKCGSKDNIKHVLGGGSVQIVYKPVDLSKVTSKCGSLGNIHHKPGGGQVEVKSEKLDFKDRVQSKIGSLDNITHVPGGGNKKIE
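Recombinant human tau K18 fragment […] carrying P301L, 15 uM unlabeled plus 0.24 uM Alexa 594-labeled, was fibrillized with 20 uM heparin in 100 mM sodium acetate pH 7 for 6 hr at 37 C; 30 uM ThT fluorescence read after 1 hr.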
HttQ103 aggreg – qHTS Multiplex Assay to Identify Dual Action Probes in a Cell Model of Huntington: Aggregate Formation (GFP); PC12 HttQ103-GFP aggregates, Acumen cytometry, 40 h; Potency, µM (titrated, usually from 46.1 µM), without a hit: at the top dose activity change, negative = inhibition, hits mostly inhibitors; 1.1% of 220,000 active; further: on the % scale 0 is the no-effect control and ±100 the full control effect; nearly all actives have a fitted effect of over 60% in size
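PC12 cells with ecdysone-inducible HTT exon1 Q103-GFP, induced by 100 nM tebufenozide, given compounds in a concentration series. GFP aggregates (1–25 um, 6 SD above background) counted in lysates by laser-scanning cytometry, 488 nm excitation.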
Tau fibril FP – qHTS for Inhibitors of Tau Fibril Formation, Fluorescence Polarization. K18 P301L tau heparin fibrillization, Alexa594 FP, 6 h. Potency, µM (top dose mostly 57.7 µM), for inactives: at the top dose activity, negative = inhibition, hits mostly inhibitors. Microtubule-associated protein tau (Homo sapiens), P10636. 0.39% of 280,000 active. AID 1468, 2008; further: on the % scale 0 is the no-effect control and ±100 the full control effect; nearly all actives have a fitted effect of over 55% in size
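K18 P301L tau (15 uM unlabeled/0.24 uM Alexa 594-labeled, final) + compound + heparin 20 uM final; 100 mM NaOAc pH 7; 6 hr 37 C; ThT 30 uM final added, 1 hr RT; FP ex 555/em 632 nm.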
SMN2 splice up – qHTS Assay for Enhancers of SMN2 Splice Variant Expression. HEK293 SMN2-luciferase splicing reporter, luminescence, 30-36 h. Potency, µM (series often up to 46.1 µM), without a hit: at the top dose activity change, positive = activation, usual class: activators. 2.8% of 210,000 active; further: % of control where 0% means no effect; nearly all actives have a fitted effect of over 55% in size
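HEK293 cells carry an SMN2 […]–luciferase reporter in which exon 7 inclusion puts luciferase in frame. Cells were plated 10-12 h before compound addition, then incubated 30-36 h at 37C. ONE-Glo luminescence was read; sodium butyrate at 4.5 mM final served as control.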
ALDH1A1 block – qHTS Assay for Inhibitors of Aldehyde Dehydrogenase 1 (ALDH1A1) | Purified ALDH1A1, NADH fluorescence, propionaldehyde substrate | AID 1030, 2008 | 7.3% of 220,000 active | Potency, µM (titrated, usually from 75.3 µM), for the others: at the top dose activity, negative = inhibition, hits mostly inhibitors; active means well fitted inhibition curve with a large enough effect, not every such curve was filed as active; inconclusive means small, poorly fitted or top-dose-only effect, or another doubt; inactive means no such curve, though single readings can be large or run the other way;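 further: plate controls were no enzyme wells and a reference inhibitor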
Target sequence (P00352 whole entry, looked up): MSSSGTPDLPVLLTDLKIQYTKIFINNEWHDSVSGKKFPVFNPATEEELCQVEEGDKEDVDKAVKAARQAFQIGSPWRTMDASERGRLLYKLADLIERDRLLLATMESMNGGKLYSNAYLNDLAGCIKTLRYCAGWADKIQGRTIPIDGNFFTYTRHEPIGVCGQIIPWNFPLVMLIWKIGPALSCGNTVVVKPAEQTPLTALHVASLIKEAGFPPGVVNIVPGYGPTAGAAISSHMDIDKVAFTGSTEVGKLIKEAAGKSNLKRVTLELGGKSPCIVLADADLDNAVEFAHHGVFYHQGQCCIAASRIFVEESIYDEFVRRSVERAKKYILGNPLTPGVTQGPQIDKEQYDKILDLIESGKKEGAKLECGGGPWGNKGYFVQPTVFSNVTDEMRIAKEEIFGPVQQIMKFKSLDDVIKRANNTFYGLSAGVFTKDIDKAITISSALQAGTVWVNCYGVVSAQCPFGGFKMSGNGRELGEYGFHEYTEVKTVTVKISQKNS
JMJD2E inh – qHTS Assay for Inhibitors of Human Jumonji Domain Containing 2E (JMJD2E); Lysine-specific demethylase 4E (Homo sapiens), B2RXH2; JMJD2E catalytic domain, FDH-coupled NADH fluorescence (FDH is formaldehyde dehydrogenase); Potency, µM (doses to about 57.1 µM), for inactives: top-dose activity change, negative = inhibition, most hits filed as inhibitors; 1.6% of 230,000 active; active means well fitted inhibition curve with a large enough effect, not every such curve was filed as active; inconclusive means small, poorly fitted or top-dose-only effect, or another doubt; inactive means no such curve, though single readings can be large or run the other way;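 further: 0% = wells with enzyme and -100% = buffer wells without enzyme; nearly all actives have a fitted effect of over 50% in size; many of its hits are not listed in these tables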
Target sequence (B2RXH2 1-337 limits assumed): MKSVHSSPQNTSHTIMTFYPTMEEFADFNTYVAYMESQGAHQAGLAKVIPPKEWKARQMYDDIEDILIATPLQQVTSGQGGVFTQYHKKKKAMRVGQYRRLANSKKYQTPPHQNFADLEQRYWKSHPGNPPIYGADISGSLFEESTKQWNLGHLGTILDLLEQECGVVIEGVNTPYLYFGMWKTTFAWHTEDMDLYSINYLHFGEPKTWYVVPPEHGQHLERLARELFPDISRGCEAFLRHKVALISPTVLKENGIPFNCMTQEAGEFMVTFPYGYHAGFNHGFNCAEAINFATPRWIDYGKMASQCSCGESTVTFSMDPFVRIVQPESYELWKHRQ
The depositor's hits bear a star; u = inconclusive; x = no result given; & = joins results of further samples; [ ] = another dose, or the depositor's remark. Unless noted, the call rests on the fitted dose curve; in most records, active means well fitted curve in the direction sought with a large enough effect; inconclusive means small, poorly fitted or top-dose-only effect, or another doubt; inactive means no such curve, though single readings can be large; an effect the other way counts as inactive or inconclusive. Potency means the concentration at half of the fitted maximal effect. The list is partial, so the mix of outcomes need not match the whole.

1. Cn1c(O)c(C=NC2CCN(Cc3ccccc3)CC2)c(=O)n(C)c1=O
2. CCOc1ccc(-n2c(O)c(C=Nc3ccc(NC(C)=O)cc3)c(=O)[nH]c2=O)cc1
3. CCCC(=O)NC(Oc1ccc(Cl)cc1Cl)C(Cl)(Cl)Cl (configuration not stated)
4. CSc1ncc(Cl)c(C(=O)O)n1
5. O=CC(Cl)P(=O)(N1CCOCC1)N1CCOCC1 (configuration not stated)
6. COc1ccccc1N=Nc1c(O)[nH]c(=S)[nH]c1=O
7. CC(C)N1CCN(Cc2cc3c(cc2Cl)OCO3)CC1CCO (configuration not stated)
8. CCOC(=O)C1=C(C)c2ccccc2OC1(C(=O)OCC)c1ccccc1 (configuration not stated)

assay / compound	1	2	3	4	5	6	7	8
HTT cytoprotect	-18%	29%[10 µM]	-9%	4%	1%[10 µM]	0%[10 µM]	-28%[10 µM]	-75%[inhibitor]
Tau fluor counter	u	-3%	-3%	10%	2%	-20%	-9%	-14%[81.3 µM]
Tau fibril ThT	-4%	-11%	-4%	1%	-1%	13µM*	-8%	-21%[81.4 µM]
HttQ103 aggreg	-10%	19%[9.22 µM]	8%	22%	-12%[9.22 µM]	-6%[9.22 µM]	-14%[9.22 µM]	x
Tau fibril FP	u	-9%	-3%	4%	5%	-3%	5%	6%[81.3 µM]
SMN2 splice up	-15%	x	5%	-3%	x	x	x	x
ALDH1A1 block	-7%	x	10%	1%	x	-12%	x	1%
JMJD2E inh	-11%	u	-1%	-3%	7%	18%	11%	x

9. O=C(Nc1nccs1)c1c(O)c2c(n(Cc3ccco3)c1=O)CCCC2
10. CCN1CCN(Cc2cc(Br)ccc2O)CC1
11. COc1cc(N)c(Cl)cc1C(=O)N[C@@H]1CN2CCC1CC2
12. CC(=O)Nc1ccc(C(c2c(O)c3ccccc3oc2=O)c2c(C)n(C)n(-c3ccccc3)c2=O)cc1 (configuration not stated)
13. CCCN(CCC)[C@@H]1CCc2cccc(O)c2C1
14. CC(=O)C1C2c3ccccc3OC1(C)N=c1s/c(=C/c3cnn(C)c3)c(=O)n12 (configuration not stated)
15. CC(C)(C)P(=O)(N1CCOCC1)N1CCOCC1
16. NCCc1ccccc1

assay / compound	9	10	11	12	13	14	15	16
HTT cytoprotect	7%[10 µM]	8%	16%	-26%	-17%[10 µM]	35%	16%[10 µM]	-31%[inhibitor]
Tau fluor counter	-24%	-2%	-8%	-10%	-8%&3%&-10%&-5%	-7%	6%	-3%
Tau fibril ThT	u	2%	-9%	-4%	-2%&-1%&-10%&-8%	-1%	1%	3%
HttQ103 aggreg	-13%[9.22 µM]	3%	0%	-2%	-13%[9.22 µM]	21%	0%	x
Tau fibril FP	u	7%	-3%	-9%	1%&2%&1%&0%	-1%	-3%	3%
SMN2 splice up	x	8%	x	-11%	-17%	6%	-8%	38%
ALDH1A1 block	x	10%	0%	2%	2%&6%	12%	13%	9%
JMJD2E inh	22%	-3%	9%	-3%	-2%&5%&5%&-10%	-2%	0%	x

17. CC(C)OC(=O)c1c(N)n(Cc2ccco2)c2nc3ccccc3nc12
18. Cc1nn(Cc2ccccc2)c(C)c1C(=O)OCC(=O)Nc1cc(S(C)(=O)=O)ccc1Cl
19. COc1cc2c3cc1Oc1cc(ccc1O)C[C@@H]1c4c(cc(OC)c(O)c4Oc4cccc(c4)C[C@H]3N(C)CC2)CC[N+]1(C)C
20. CCC1CN2CCC1CC2C(O)c1ccnc2ccc(OC)cc12 (configuration not stated)
21. CCOC(=O)N1CCN(C(=O)Cn2ncc3c4ccccc4n(Cc4ccc(F)cc4)c3c2=O)CC1
22. CCc1ccc(NC(=O)C(C)OC(=O)c2c(C)nn(Cc3ccccc3)c2Cl)cc1 (configuration not stated)
23. Nc1ccc([As](=O)(O)O)cc1
24. OC1(CN2CCOCC2)C2CC3CC(C2)CC1C3 (configuration not stated)

assay / compound	17	18	19	20	21	22	23	24
HTT cytoprotect	15%	-24%	u	2%	x	12%[10 µM]	-65%[inhibitor]	-17%
Tau fluor counter	-15%	-17%	x	-4%	-3%	-6%	-14%	-2%
Tau fibril ThT	-13%	-18%	x	-4%	-10%	-1%	-12%	-6%
HttQ103 aggreg	38%	-13%	x	x	x	24%	3%&16%	7%
Tau fibril FP	-8%	0%	x	1%	0%	2%	-7%	9%
SMN2 splice up	-16%	-18%	7%[20.6 µM]	-11%	-41%[inhibitor]	-9%	-8%	u
ALDH1A1 block	u	1%	-1%[20.9 µM]	u	x	1%	5%	21%
JMJD2E inh	0%	1%	11%[25.5 µM]	u	x	-2%	13µM*	9%

Laid out differently: entries from further up.
17) CC(C)OC(=O)c1c(N)n(Cc2ccco2)c2nc3ccccc3nc12
  HTT cytoprotect: 15%
  Tau fluor counter: -15%
  Tau fibril ThT: -13%
  HttQ103 aggreg: 38%
  Tau fibril FP: -8%
  SMN2 splice up: -16%
  ALDH1A1 block: u
  JMJD2E inh: 0%
18) Cc1nn(Cc2ccccc2)c(C)c1C(=O)OCC(=O)Nc1cc(S(C)(=O)=O)ccc1Cl
  HTT cytoprotect: -24%
  Tau fluor counter: -17%
  Tau fibril ThT: -18%
  HttQ103 aggreg: -13%
  Tau fibril FP: 0%
  SMN2 splice up: -18%
  ALDH1A1 block: 1%
  JMJD2E inh: 1%

New compounds follow
25. O=C(c1cccnc1)C1CCCN(Cc2nc(-c3cnccn3)no2)C1 (configuration not stated)
26. CCC(CO)NC(=O)[C@@H]1C=C2c3cccc4[nH]cc(c34)C[C@H]2N(C)C1 (some centres not stated)
27. N[C@H](C(=O)O)c1cc(=O)[nH]o1
28. CCOC(OCC)P(=O)(O)CCCN
29. C/C=C(\C)CN1CCN(c2ccccc2F)CC1
30. Cc1c(C(c2ccc(Br)cc2)c2c(O)c3ccccc3oc2=O)c(=O)n(-c2ccccc2)n1C (configuration not stated)
31. CC(C)C12CN3CCN(CC(C3)/C1=N\O)C2
32. Fc1ccc(Cn2nnnc2C(c2ccc(F)cc2)N2CC=C(c3ccc(F)cc3)CC2)cc1 (configuration not stated)

assay / compound	25	26	27	28	29	30	31	32
HTT cytoprotect	-5%[10 µM]	x	-3%	-11%&-19%	-14%[0.074 µM]	-32%[inhibitor]	4%	17%[10 µM]
Tau fluor counter	-8%	-11%	-10%	-11%&-8%	2%	-12%&-17%	-1%	-20%
Tau fibril ThT	-7%	-15%	-10%	-4%&-11%	-2%	-11%&-5%	3%	-11%
HttQ103 aggreg	-7%[9.22 µM]	x	x	x	-7%	-24%	7%	6%
Tau fibril FP	-8%	1%	-5%	-8%&8%	4%	1%&-8%	3%	-3%
SMN2 splice up	x	21%	x	-6%	4%	-12%&-12%	-41%[inhibitor]	-21%
ALDH1A1 block	x	u	-6%	3%&-2%	2%	-4%	-3%	-5%
JMJD2E inh	1%	u	72%[activator]	1%	u	u	7%	u

33. C[C@@H]1O[C@@H](O[C@H]2C[C@@H](O)[C@]3(CO)[C@@H]4C(CC[C@]3(O)C2)[C@@]2(O)CC[C@H](C3=CC(=O)OC3)[C@@]2(C)C[C@H]4O)[C@H](O)[C@H](O)[C@H]1O (some centres not stated)
34. C=CCn1c(O)c(C(CC)=NCCc2ccccc2)c(=O)[nH]c1=O
35. CC(C)Nc1nc(Cl)nc(NC(C)C)n1
36. NC(=O)CNC(=O)[C@H](Cc1ccccc1)NC(=O)[C@H](CCCN=C(N)N)NC(=O)[C@@H](N)Cc1ccc(O)cc1
37. CC(C)[N+]12CCC(CC1)C(C(O)(c1ccccc1)c1ccccc1)C2 (configuration not stated)
38. Cc1ccccc1-n1c(/C=C/c2ccc(N(C)C)cc2)nc2ccccc2c1=O
39. Cn1c(O)c(N=Nc2ccc(S(=O)(=O)N3CCOCC3)cc2)c(=O)n(C)c1=O
40. CC1=C2C(=COC(C)C2C)C(=O)C(C(=O)O)=C1O (configuration not stated)
41. CCc1c(C)nc(N)nc1N1N=C1SC(C(C)=O)C(C)=O
42. O=c1c2ccccc2nc(-c2ccccc2)n1-c1cccnc1
43. O=C1C=CC(=O)c2c1ccc1c2ccc2ccccc21

assay / compound	33	34	35	36	37	38	39	40	41	42	43
HTT cytoprotect	27%	2%	13%[10 µM]	2%	9%[10 µM]	x	-4%[10 µM]	3%	-40%[inhibitor]	9%	-1%[40.3 µM]
Tau fluor counter	1%&-9%&-3%	-12%	-6%&3%	-2%	4%	u	-2%	-16%	-20%	-8%	x
Tau fibril ThT	-6%&-7%&4%	-14%	-8%&8%	5%	2%	u	6%	u	18µM*	-1%	x
HttQ103 aggreg	x	-5%[9.22 µM]	-3%	x	9%[9.22 µM]	x	0%	x	-16%	15%	x
Tau fibril FP	-2%&-1%&7%	-3%	-1%&-4%	-1%	-3%	3%	-4%	-4%	u	-7%	x
SMN2 splice up	-96%&-63%[inhibitor]	2%	6%&-9%	0%	x	-19%	x	7%	-2%	-14%	-13%[20.6 µM]
ALDH1A1 block	6%&2%&6%	-1%	8%&7%	5%	x	x	6%	u	u	-5%	0.32µM*
JMJD2E inh	7%&2%	6%	-3%&6%	x	-6%	x	1%	-26%	u	5%	3%[25.5 µM]
